High-throughput results as filed in PubChem.
bIAP activator = increases bovine intestinal alkaline phosphatase activity; 0.17% of 200,000 active; activation factor at 20 µM; AID 1016; purified bovine IAP, CDP-star luminescence, 30 min; hits give high values; fold of DMSO-control signal, blank-subtracted;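 active means activation factor of 2 or more at 20 µM, a signal rise over negative controls twice the positive control's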
TNAP act hi DEA = activators of human TNAP at high phosphate acceptor concentration | 200,000 tested, under 10 active | activation factor at 20 µM | purified TNAP, CDP-star luminescence, 1 M DEA, 30 min; hits give high values; 0 = EDTA background, 1 = DMSO-only activity | AID 1136 | P05186;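 active means activation factor at least 2 at 20 µM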
Target sequence (P05186 whole entry, looked up): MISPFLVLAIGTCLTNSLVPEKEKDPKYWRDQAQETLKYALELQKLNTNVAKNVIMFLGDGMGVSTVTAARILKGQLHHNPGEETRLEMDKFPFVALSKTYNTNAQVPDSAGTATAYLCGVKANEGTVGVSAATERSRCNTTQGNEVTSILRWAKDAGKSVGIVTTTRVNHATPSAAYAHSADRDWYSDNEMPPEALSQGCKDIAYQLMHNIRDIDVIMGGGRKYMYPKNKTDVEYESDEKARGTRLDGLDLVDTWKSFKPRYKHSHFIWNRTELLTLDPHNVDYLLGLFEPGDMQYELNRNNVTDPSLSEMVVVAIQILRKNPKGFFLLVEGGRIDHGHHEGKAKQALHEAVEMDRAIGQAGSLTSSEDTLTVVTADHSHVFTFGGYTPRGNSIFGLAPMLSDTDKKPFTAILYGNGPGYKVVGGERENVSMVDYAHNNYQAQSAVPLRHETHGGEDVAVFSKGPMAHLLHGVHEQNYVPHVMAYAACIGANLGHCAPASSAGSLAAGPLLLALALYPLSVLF
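Control set: EDTA negative control, DMSO positive control / Assay system: human TNAP / Quantity: TNAP 1/800 final / Evaluation: TNAP activation factor scaled between EDTA and DMSO control wells / Measured by: luminescent substrate turnover signal / Compound dosing: one dose, 20 µM / Times: 30 min enzyme reaction at room temperature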
L major viab = inhibitors of Leishmania major promastigote growth | inhibition, % at 10 µM | Leishmania major promastigotes, resazurin fluorescence viability | 9% of 200,000 active | AID 1063; in the data active means inhibition above about 50%;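 further: promastigotes grown with compound for 44 hours at 28 °C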
Diaph inh CS = diaphorase inhibition or chemical oxidation counter-screen; diaphorase resazurin-to-resorufin fluorescence, NADH, 16 min; bacterial (C. kluyveri) enzyme, not human; inhibition, % at 20 µM; 0.69% of 190,000 active; AID 1217;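 active means primary screen inhibition at 20 µM above a set limit, cut at about 50% in these data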;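 further: plate controls were DMSO with full reaction for no effect and wells lacking NADH for full effect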
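System: Diaphorase enzyme from Clostridium kluyveri | Amount: Enzyme working solution with 0.14 U/mL diaphorase | Benchmarks: No-NADH positive control and DMSO neutral control | Signal: Fluorescence of resorufin formed from resazurin, Ex 544/Em 590 nm | Schedule: 16-min room-temperature incubation before reading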
PMI act = phosphomannose isomerase (human) activation; P34949; purified human PMI, coupled resazurin fluorescence, 20 min; hits give high values; 1 = vehicle control, 0 substrate-free wells; activation factor at 20 µM; 0.005% of 190,000 active;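 active means activation factor of 2 or more at 20 µM, relative to plate controls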
Target sequence (P34949 whole entry, looked up): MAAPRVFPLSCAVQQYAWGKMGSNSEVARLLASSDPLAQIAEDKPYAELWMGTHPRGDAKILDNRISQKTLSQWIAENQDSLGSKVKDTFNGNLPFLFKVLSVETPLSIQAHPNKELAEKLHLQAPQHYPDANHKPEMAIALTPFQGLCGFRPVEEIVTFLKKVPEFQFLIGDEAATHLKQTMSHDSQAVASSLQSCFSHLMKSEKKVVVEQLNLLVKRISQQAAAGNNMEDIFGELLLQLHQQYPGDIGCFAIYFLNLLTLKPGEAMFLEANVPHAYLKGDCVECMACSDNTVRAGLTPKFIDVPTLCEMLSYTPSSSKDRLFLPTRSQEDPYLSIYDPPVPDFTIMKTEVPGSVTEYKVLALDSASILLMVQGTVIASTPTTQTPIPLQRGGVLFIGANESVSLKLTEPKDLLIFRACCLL
PMI act satM6P = PMI (human) activation, high substrate; 0.34% of 190,000 active; P34949; activation factor at 20 µM; AID 1216; coupled PMI enzyme assay, resazurin fluorescence, 20 min; hits give high values; 1 = untreated enzyme, 0 = substrate-free blank;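 active means activation factor of 2 or more at 20 µM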
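Material: human phosphomannose isomerase with PGI, G6PDH, diaphorase coupling enzymes / Reagent: Man-6-P substrate 1.0 mM / Dosing: single compound dose of 20 µM, 1% DMSO final / Incubation: enzyme reaction with compound 20 min at room temperature / Signal: resorufin fluorescence (Ex 544/Em 590 nm) from resazurin via diaphorase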
TNAP inh hiacc = TNAP (human) inhibition, high acceptor; purified TNAP, CDP-star luminescence, 1 M DEA; 0.03% of 200,000 active; P05186; AID 1135; inhibition, % at 20 µM;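 active means over 50% inhibition of tissue-nonspecific alkaline phosphatase at 20 µM in the single-dose screen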;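 further: plate controls were DMSO wells for no effect and EDTA-quenched wells as full inhibition for full effect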
Diaph act CS = diaphorase activation or chemical reduction counter-screen; Diaphorase/resazurin coupled assay, resorufin fluorescence, 16 min; hits give high values; 1 = vehicle wells, 0 = NADH-free wells; activation factor at 20 µM; 0.005% of 190,000 active;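 active means diaphorase activity raised at least twofold by the compound at 20 µM; inactive means activation factor below 2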
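Test system: Clostridium kluyveri diaphorase, purified enzyme; input: enzyme 0.07 U/mL final; buffer or medium: 50 mM HEPES pH 7.4 with 4.542 mM MgCl2, 0.005% Tween 20; also added: 0.114 mM NADH and 0.1 mM resazurin, final amounts; schedule: 16 min enzyme reaction, ambient temperature; technique: fluorescence of resorufin, 544 nm excitation, 590 nm emission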
TNAP inh noacc = blocks human TNAP activity with no phosphate acceptor present; purified TNAP, CDP-star luminescence, 30 min; inhibition, % at 20 µM; AID 1012; 0.26% of 200,000 active;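 active means tissue-nonspecific alkaline phosphatase inhibition above about 50% at 20 µM in the single-dose screen, limit read from the data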;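 further: 0% = DMSO negative control and 100% = EDTA positive control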
bIAP inh = blocks bovine intestinal alkaline phosphatase activity; purified bovine IAP, CDP-star luminescence, 30 min; 190,000 tested, under 10 active; AID 1019; inhibition, % at 20 µM;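 active means over 50% inhibition of intestinal alkaline phosphatase at 20 µM in the single-dose screen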
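Assay system – bovine IAP enzyme · Quantity – bovine IAP at 1/65,000,000 final dilution · Detection – CDP-star luminescence signal · Times – 30 min reaction at room temperature · Also added – CDP-star substrate at 30 µM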
Starred values were filed as active, the others as inactive; / = not tested or not shown.

Start of the data: the first 5 records (preview)
SMILES	bIAP activator	TNAP act hi DEA	L major viab	Diaph inh CS	PMI act	PMI act satM6P	TNAP inh hiacc	Diaph act CS	TNAP inh noacc	bIAP inh
CCOc1ccccc1C(=O)n1nc(C)cc1C	0.9	1	-2	-5	0.9	1	-4	1	-4	5
CCN1CCCC1CNC(=O)CSc1cc(=O)n(CC)c2ccccc12 (stereo unspecified)	1	1.1	5	8	1	1	-8	0.9	-21	2
COc1ccc([N+](=O)[O-])cc1NC(=O)CCc1ccccc1	0.9	1	-3	4	0.9	0.9	-2	1	-1	5
NNC(=O)COc1ccc(C2SCCS2)cc1	1	1.1	-10	-10	1.1	1.2	-7	1.1	-3	-5
Cc1ccc(-c2csc3ncnc(SCC(=O)Nc4nnc(C)s4)c23)cc1	1	1	-7	15	0.9	0.9	-1	0.8	-9	0

Results, from the start:
SMILES	bIAP activator	TNAP act hi DEA	L major viab	Diaph inh CS	PMI act	PMI act satM6P	TNAP inh hiacc	Diaph act CS	TNAP inh noacc	bIAP inh
CCOc1ccccc1C(=O)n1nc(C)cc1C	0.9	1	-2	-5	0.9	1	-4	1	-4	5
CCN1CCCC1CNC(=O)CSc1cc(=O)n(CC)c2ccccc12 (stereo unspecified)	1	1.1	5	8	1	1	-8	0.9	-21	2
COc1ccc([N+](=O)[O-])cc1NC(=O)CCc1ccccc1	0.9	1	-3	4	0.9	0.9	-2	1	-1	5
NNC(=O)COc1ccc(C2SCCS2)cc1	1	1.1	-10	-10	1.1	1.2	-7	1.1	-3	-5
Cc1ccc(-c2csc3ncnc(SCC(=O)Nc4nnc(C)s4)c23)cc1	1	1	-7	15	0.9	0.9	-1	0.8	-9	0
Cn1nnc2cc(C(=O)NCc3ccc4c(c3)OCO4)ccc21	0.9	1	3	11	1	1	0	0.9	-7	8
COc1ccc(OCCNc2cc(Cl)ccc2[N+](=O)[O-])cc1	0.8	1	-1	11	0.9	0.9	2	0.9	4	17
COc1ccc(CCN2C(=S)NC3CC2(C)Oc2ccc([N+](=O)[O-])cc23)cc1OC (stereo unspecified)	0.8	1	33	16	1	1.1	-4	0.8	-8	16
CN1C(=O)N(CN2CCCCC2)C2C1N(C)C(=O)N2CN1CCCCC1 (stereo unspecified)	0.9	1	-5	17	0.8	0.7	0	0.8	-4	6
O=C(Nc1nc2ccc(Cl)cc2s1)c1ccc(N2CCCCC2)c([N+](=O)[O-])c1	0.9	0.9	9	1	0.8	0.9	10	1	-10	7
O=C(N/C=N/O)C1=NOC(CNc2ncc(C(F)(F)F)cc2Cl)C1 (stereo unspecified)	1.1	1	99*	6	1	1	2	0.9	18	-8
S=C(Nc1cccc2ccccc12)NC1CCCCC1	0.8	1	99*	19	1	0.5	-4	0.8	-6	16
S=P(c1ccc(N2CCOCC2)cc1N1CCOCC1)(N1CCOCC1)N1CCOCC1	1.1	1	/	6	1.1	1	-2	0.9	7	-12
O=c1[nH]cnc2c1c(-c1ccccc1)cn2-c1ccc(Br)cc1	0.9	1.1	9	22	0.8	0.8	-7	0.8	-3	14
CC(CCc1ccccc1)NC(=O)c1ccc(Br)o1 (stereo unspecified)	1	1	4	12	1	1.1	-1	0.9	-3	2
Cc1cccc(NC(=O)CSc2ccc(C(N)=O)cc2[N+](=O)[O-])c1C	1	1	49	8	1.2	1.1	-3	0.9	-1	2
CC(C)c1ccc(CNC(=O)CCc2ccccc2)cc1	0.9	1	-4	11	1	0.9	-2	0.9	-9	5
CCOc1ccc2nc(NC(=O)c3ccoc3C)sc2c1	1.1	1	42	11	1	1	-1	0.9	-6	-8
Cc1ccc(/C=N/NC(=O)CNC(=O)c2cccc([N+](=O)[O-])c2C)o1	1	1	5	-10	1.1	1	-2	1.1	-11	2
CC1Cc2ccccc2N1C(=O)CSc1nnnn1-c1ccc2c(c1)OCCO2 (stereo unspecified)	1	1	-2	13	0.9	1	-4	0.9	-7	-2
CCN1CCN(Cc2c(O)ccc3c(=O)c(-c4ccc(OC)c(OC)c4)c(C(F)(F)F)oc23)CC1	1	1	100*	9	0.9	0.9	3	0.9	-4	-5
CCC(C(=O)NCc1ccc(OC)cc1)n1nc(C)n2c(cc3occc32)c1=O (stereo unspecified)	0.7	1	41	12	0.9	0.9	1	0.9	-3	35
O=Cc1cn(-c2ccccc2)nc1-c1ccc2c(c1)OCCO2	0.9	1.1	96*	30	0.8	0.8	-5	0.7	-8	10
COc1ccc(Cn2cccc(NC(=O)Nc3ccc(C#N)cc3)c2=O)cc1	1.2	1.1	-4	19	1	0.8	-9	0.8	-13	-16
Cc1nnc(SCC(=O)O)o1	1	1	-9	11	1	1	-3	0.9	-4	2

Next section
SMILES	bIAP activator	TNAP act hi DEA	L major viab	Diaph inh CS	PMI act	PMI act satM6P	TNAP inh hiacc	Diaph act CS	TNAP inh noacc	bIAP inh
CC(C)c1nc(C#N)c(N2CCOCC2)o1	1	1.1	-5	16	0.9	0.6	-6	0.8	-8	-1
CN1CCN(C(=O)c2ccc3c(=O)n4c(nc3c2)CCCCC4)CC1	1	1	-7	-2	1.1	1.1	0	1	2	0
O=C(N1CCOCC1)N1CCC(NC(=O)C23CC4CC(CC(C4)C2)C3)CC1	0.6	1	-6	6	1.1	1	-4	0.9	-12	40
COc1ccc(C)cc1NC(=O)CNc1ccccc1CN(C)C1CCCCC1	0.7	1	43	16	1.1	1	-3	0.8	4	33
O=C(Oc1ccc2c(c1)OCO2)c1ccncc1	1	1.1	2	14	1	0.9	-6	0.9	-13	3
CN1C(=O)CSC1=NCC12CC3CC(CC(C3)C1)C2	0.9	1.1	0	19	0.5	0.6	-8	0.8	-3	9
CC(=O)N1N=C(c2ccc(C)cc2)OC1c1cccnc1 (stereo unspecified)	1.1	1	-7	-3	1	1	-4	1	-2	-13
CC(=O)c1cccc(NC(=O)Nc2csc3c2CCCC3)c1	1.1	1	15	20	0.9	0.9	-4	0.8	-14	-5
Clc1ccc(C(c2nnnn2C2CCCCC2)N(Cc2cccnc2)Cc2ccco2)cc1 (stereo unspecified)	0.9	1.1	100*	16	0.8	0.9	-6	0.8	-14	5
Clc1ccc(CNc2ccc(CNc3ncn[nH]3)cc2)cc1	0.9	1.1	6	13	1	0.9	-8	0.9	-124	7
Cc1cc(/C=C(\C#N)C(=O)Nc2ccc(Cl)cc2)c(C)n1-c1ccc(N2CCOCC2)c([N+](=O)[O-])c1	1	1	100*	10	1	1	5	0.9	2	-3
O=C(/C=C/c1ccc2c(c1)OCO2)Nc1nc(-c2ccc(F)cc2)cs1	1.1	1	-2	8	1.1	1	0	0.9	-9	-13
Cc1ccc(C)c(S(=O)(=O)NCc2cccnc2)c1	0.9	1	-3	3	1.1	1.1	-3	1	-6	6
COc1ccc(N2CCC(CNC(=O)Nc3cccc(OC)c3)C2)cc1 (stereo unspecified)	0.7	1	4	57*	0.3	0.4	-3	0.4	-22	32
O=C(O)c1cccc(-n2cccc2C=C2C(=O)c3ccccc3C2=O)c1	0.9	0.9	-5	21	1.1	0.9	14	0.8	11	8
CC(=O)c1cccc(NC(=O)N2CCCC2C(=O)NC2CCCCC2)c1 (stereo unspecified)	1.2	1	-6	6	1.1	1	-2	0.9	-6	-20
CN(CC(=O)N1CCCCCC1)S(=O)(=O)c1ccc(Br)s1	1	1	-4	6	0.9	0.9	1	0.9	-5	0
O=C(OCCN1C(=O)c2cccc3c(N4CCOCC4)ccc(c23)C1=O)c1ccc(Cl)cc1Cl	0.6	1	5	20	0.9	0.9	0	0.8	0	35
COc1ccc(OC)c(CC(NC(C)=O)C(=O)NC2CCN(c3nc(C)cc(C)c3C#N)CC2)c1 (stereo unspecified)	1	1.1	/	3	0.9	1	-6	1	-5	-1
CCOc1ccc(Cn2c(=O)oc3ccc(C)cc32)cc1OC	1	1.1	5	9	1	0.9	-7	0.9	-10	3
Cc1ccc(-n2nc(C)c(Sc3ccccc3[N+](=O)[O-])c2N)cc1	0.8	1	-6	30	1	1.1	0	0.7	-1	16
Cc1cccc(C2c3[nH]c4ccccc4c3CCN2C(=O)c2cc(CC(C)C)[nH]c(=O)n2)n1 (stereo unspecified)	1.1	1	-12	9	0.8	0.9	-1	0.9	-5	-10
O=C1N(c2ccc(Cl)cc2)C(c2ccccc2)N2CCCN12 (stereo unspecified)	1	1.1	-7	-11	1	1	-7	1.1	-4	-3
CCCCCCCCNC(=O)c1cccnc1SCC(=O)Nc1ccccc1OC	1	1	82*	-15	1	1	-4	1.1	-58	0
Cc1cc(C)c2nc(N3CCC(C(=O)N4CCCC4)CC3)sc2c1	1	1	1	10	1	1	-2	0.9	-8	-4

Continued:
SMILES	bIAP activator	TNAP act hi DEA	L major viab	Diaph inh CS	PMI act	PMI act satM6P	TNAP inh hiacc	Diaph act CS	TNAP inh noacc	bIAP inh
COc1ccc(OCc2ccc(C(=O)NN)cc2)cc1	0.9	1	-6	19	0.9	1	-3	0.8	-3	6
Cc1ccc(S(=O)(=O)Cc2ccc(C(=O)OCc3ccccc3)cc2)cc1	0.9	1.1	2	22	0.8	0.8	-5	0.8	-7	12
N#CCSc1ccc(-c2nc3ccccc3[nH]2)cn1	0.8	1.1	0	58*	1	0.9	-8	0.4	-11	17
COc1ccc(C(=O)N2CCCC(c3ccccc3)=N2)cc1	1.1	1	3	9	1	0.9	1	0.9	5	-8
COC(=O)c1nnn(CC(=O)NC(=O)Nc2ccc(F)cc2)c1C(=O)OC	1	1	6	6	1	1.1	1	0.9	-5	5
Cc1cccc(C)c1NC(=O)Cn1nnc(-c2ccc(N3CCOCC3)cc2)n1	0.8	1.1	-2	-2	1.1	1.1	-8	1	-17	20
CSc1ccccc1C(=O)Nc1ccc(C)cc1C	1.1	1	7	6	0.9	0.9	2	0.9	-7	-10
CCCCNC(=O)c1cc(-c2ccc(OC)cc2)on1	0.9	1	-2	4	0.9	0.9	-4	1	-6	5
O=C(CSc1ncn[nH]1)c1cc2ccccc2o1	1	1	-9	6	0.9	1.1	-4	0.9	-10	1
COc1ccc(NC(=O)CCCC(=O)O)cc1Cl	1.1	1	5	1	1.1	1.1	-4	1	-9	-9
Cc1ccc(N2C(=O)CC(Sc3nc4ccccc4o3)C2=O)cc1Cl (stereo unspecified)	0.9	1	-5	22	0.8	0.8	-2	0.8	-5	8
Cc1ccccc1NC(=O)c1ccc(N/N=C/c2ccccc2O)c([N+](=O)[O-])c1	0.8	0.7	-6	-2	1.1	1.1	25	1	12	24
CC(C)(C)N1C(=O)c2ccccc2NC(=O)N1Cc1ccc(Br)cc1	0.9	1	99*	14	0.9	0.9	-5	0.9	-8	11
